GAA inh: blocks human lysosomal alpha-glucosidase; P10253; purified human GAA, 4-MU-alpha-glucoside fluorescence; Potency, µM (top dose mostly 76.9 µM), without a hit: at the top dose activity change, negative = inhibition, most hits filed as inhibitors; hit rate 0.005% among 200,000; AID 1466;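 further: plate controls were uninhibited enzyme wells for no effect and no-enzyme background for full effect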
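qHTS format, compound range up to 77 uM. Human lysosomal enzyme at 4 nM, 400 uM 4-MU glucoside substrate, pH 5.0, 20 min room temperature; fluorescence after alkaline stop gives activity normalized to controls.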
HTT ATP protect: protects HTT-Q103 PC12 cells, measured by ATP; PC12 HTT-Q103 induced, cytoprotection, ATP luminescence, 40 h; AID 1471; hit rate 0.14% among 230,000; Potency, µM (highest dose often 56.4 µM), for inactives: cytoprotection (ATP increase), hits mostly activators;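 further: % of control where 0% means no effect; nearly all actives have a fitted effect of over 45% in size; toxic huntingtin expression switched on by the ecdysone agonist tebufenozide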
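Compounds were screened for protection of PC12 cells against cell death after tebufenozide induction (100 nM final) of mutant Huntingtin exon 1 (Q103) fused to GFP.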
GAA glycogen: alters human alpha-glucosidase cleavage of glycogen; P10253; recombinant GAA, glycogen substrate, Amplex Red glucose oxidase fluorescence; Potency, µM (doses to about 76.4 µM), for the others: at the top dose activity change, negative = inhibition, usual class: inhibitors; hit rate 0.38% among 300,000; AID 2100;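 further: 0% = full enzyme reaction and -100% = no-enzyme basal signal; the screen sought inhibitors and activators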
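Recombinant human alpha-glucosidase (4 nM final) hydrolysed bovine liver glycogen (30 ug) for 40 min at 37 C in pH 5.0 citrate/phosphate with 0.01% Tween-20. Released glucose detected by glucose oxidase/Amplex Red, Ex 573/Em 610 nm. Compounds up to 77 uM; AC50 from Hill fits.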
IMPase Li cell: membrane-permeable IMPase blocker, potentiated with lithium; CHO-M1 cells, IP1 TR-FRET (IP-One), carbachol + lithium; Potency, µM (doses to about 59.4 µM), without a hit: top-dose activity, negative = IMPase inhibition, usual class: inhibitors; hit rate 0.35% among 210,000;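 further: IP1 builds up when IMPase is blocked and the TR-FRET signal falls; plate controls were basal vehicle for no effect and high inhibitor control for full effect; nearly all actives have a fitted effect of over 50% in size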
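Test compounds were applied to CHO-M1 cells previously cultured for 16–30 h at 2000 per well. A small lithium amount accompanied them; after 30 min at 37C, IP1 was quantified by TR-FRET.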
aGlu spleen mod: inhibits or activates alpha-glucosidase in human spleen homogenate | P10253 | human spleen homogenate, 4-MU-alpha-glucoside fluorescence | Potency, µM (doses to about 79.9 µM), for inactives: at the highest dose activity change, negative = inhibition, most hits filed as inhibitors | hit rate 0.006% among 240,000 | AID 2112;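 further: 0% = enzyme with vehicle and -100% = no enzyme basal signal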
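Enzyme source: human spleen homogenate, 1 ug/well. Buffer 50 mM citric acid/K phosphate pH 5.0, 0.01% Tween-20. 4-MU-alpha-glucoside 1 mM; 37 C x 40 min; NaOH/glycine stop; fluorescence.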
RGS12 GoLoco inh: inhibitors of human Gai1-RGS12 GoLoco interaction (red fluorophore) | P63096 | Gai1:RGS12 GoLoco peptide FP, rhodamine, 10 min | Potency, µM (series often up to 61.6 µM), without a hit: at the top dose activity, negative = inhibition, actives largely listed as inhibitors | hit rate 0.44% among 230,000 | AID 880; active means well fitted inhibition curve with a large enough effect, not every such curve was filed as active; inactive means no such curve, though single readings can be large or run the other way; further: on the % scale 0 is the no-effect control and ±100 the full control effect; nearly all actives have a fitted effect of over 30% in size; many of its hits are not listed in these tables
Target sequence (P63096 whole entry, looked up): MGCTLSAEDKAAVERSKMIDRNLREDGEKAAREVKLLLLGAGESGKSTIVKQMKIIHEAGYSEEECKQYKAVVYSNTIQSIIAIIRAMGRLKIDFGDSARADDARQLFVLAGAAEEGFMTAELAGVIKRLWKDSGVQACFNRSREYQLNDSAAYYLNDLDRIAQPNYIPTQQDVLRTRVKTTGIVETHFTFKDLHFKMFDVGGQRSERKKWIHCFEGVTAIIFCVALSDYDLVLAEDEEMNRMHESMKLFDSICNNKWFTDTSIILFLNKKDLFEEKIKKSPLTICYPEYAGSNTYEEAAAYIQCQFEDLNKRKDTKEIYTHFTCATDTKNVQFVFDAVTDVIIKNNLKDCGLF
HttQ103 aggreg: reduces HttQ103-GFP aggregates in PC12 cells; AID 1688; Potency, µM (titrated, usually from 46.1 µM), without a hit: top-dose activity change, negative = inhibition, actives largely listed as inhibitors; hit rate 1.1% among 220,000; PC12 HttQ103-GFP aggregates, Acumen cytometry, 40 h; further: on the % scale 0 is the no-effect control and ±100 the full control effect; nearly all actives have a fitted effect of over 60% in size
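Read-out: GFP aggregate count by laser scanning cytometer (488 nm excitation, 500-530 nm emission, 1–25 µm objects >6 SD above background). Cells: PC12, inducible HTTex1-Q103-GFP, 100 nM tebufenozide; compounds titrated.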
Numbers without * were called inactive; u = inconclusive; x = no result given; & = joins results of further samples; [ ] = another dose, or the depositor's remark. Unless noted, the call rests on the fitted dose curve; in most records, active means well fitted curve in the direction sought with a large enough effect; inconclusive means small, poorly fitted or top-dose-only effect, or another doubt; inactive means no such curve, though single readings can be large; an effect the other way counts as inactive or inconclusive. Potency means the concentration at half of the fitted maximal effect. These rows are one share of the data; rates above refer to the full screens.

SMILES	GAA inh	HTT ATP protect	GAA glycogen	IMPase Li cell	aGlu spleen mod	RGS12 GoLoco inh	HttQ103 aggreg
Cc1cccc2c1-c1sc(C(=O)Nc3ccccc3N3CCN(C)CC3)cc1CO2	x	-6%[10 µM]	4%	x	10%	4%	-8%[9.22 µM]
CCOC(=O)C1=C(C)N(C)C(C)=C(C(=O)OCC)C1c1ccc(Cl)cc1	-3%	x	-26%	14%	-2%	23%	5%
Cc1cccc(-n2c(N)cc(=O)nc2SCC(=O)Nc2nnc(CC(C)C)s2)c1	1%	2%	3%	24%[38.3 µM]	-1%	-3%	-4%[9.22 µM]
Cc1cccc(NC(=O)CSc2nc(N)cc(N)n2)c1	1%	-8%[1.9 µM]	2%	1%	0%	9%	-16%
O=C(CC1Nc2ccccc2NC1=O)NCCc1ccccc1 (stereo not drawn)	u	12%[10 µM]	-10%	0%	-8%	-6%	9%
CC(=O)c1cccc(NS(=O)(=O)c2cc(OCC(N)=O)c(C)cc2Cl)c1	22%	3%	16%	-1%[38.3 µM]	-5%	3%	4%
O=c1c2ccccc2cnn1Cc1n[nH]c(=S)n1-c1ccc(Cl)cc1Cl	2%	16%[10 µM]	-1%	5%	0%	10%	5%
CN(C)S(=O)(=O)c1cccc(NC(=O)CCc2c[nH]c3ccccc23)c1	-3%	x	-7%	5%	-5%	3%	-9%
COc1cc(C(=O)Sc2ccc(C)cc2)cc(OC)c1OC	-4%	-58%[inhibitor]	-10%	0%[38.3 µM]	-12%	-2%	u
COc1ccc2c(=O)c3c(=O)n(Cc4ccco4)c(-c4ccccc4)nc3oc2c1	2%	-15%	-27%	9%[38.3 µM]	-12%	-9%	10%
COc1ccc(OCCSc2nnc3c(Cl)cc(Cl)cn23)cc1	-2%	19%[10 µM]	-3%	5%	-4%	2%	9%
O=C(Nc1nc2ccccc2s1)c1ccc2c(c1)S(=O)(=O)c1ccccc1C2=O	x	1%[10 µM]	-10%	-3%	1%	-6%	-19%[9.22 µM]

Whole records as entered above.
Entry for CCOC(=O)C1=C(C)N(C)C(C)=C(C(=O)OCC)C1c1ccc(Cl)cc1 = GAA inh = -3%; HTT ATP protect = x; GAA glycogen = -26%; IMPase Li cell = 14%; aGlu spleen mod = -2%; RGS12 GoLoco inh = 23%; HttQ103 aggreg = 5%
Entry for COc1ccc2c(=O)c3c(=O)n(Cc4ccco4)c(-c4ccccc4)nc3oc2c1 = GAA inh = 2%; HTT ATP protect = -15%; GAA glycogen = -27%; IMPase Li cell = 9%[38.3 µM]; aGlu spleen mod = -12%; RGS12 GoLoco inh = -9%; HttQ103 aggreg = 10%
Entry for O=C(CC1Nc2ccccc2NC1=O)NCCc1ccccc1 (stereo not drawn) = GAA inh = u; HTT ATP protect = 12%[10 µM]; GAA glycogen = -10%; IMPase Li cell = 0%; aGlu spleen mod = -8%; RGS12 GoLoco inh = -6%; HttQ103 aggreg = 9%

The listing continues:
SMILES	GAA inh	HTT ATP protect	GAA glycogen	IMPase Li cell	aGlu spleen mod	RGS12 GoLoco inh	HttQ103 aggreg
Cc1cccc(NC(=O)C(c2ccccc2Cl)N2CCOCC2)c1 (stereo not drawn)	2%	-10%	-1%	0%	-6%	7%	-17%
COc1ccc(-c2oc(NC(=O)CCl)c(C#N)c2-c2ccc(OC)cc2)cc1	0%	-40%[inhibitor]	u	46%[activator][38.3 µM]	-1%	10%	6%[9.22 µM]
OCCN1CCN(C(=S)Nc2cccc(C(F)(F)F)c2)CC1	x	5%[10 µM]	-2%	x	0%	-1%	-24%[9.22 µM]
OCc1ccc(O)c2ncccc12	-1%	-62%[inhibitor]	u	4%[38.3 µM]	1%	6%	10µM*
O=C(Cc1c2ccccc2nc2ccccc12)c1ccccc1	12%	x	-1%	0%	15%	0%	-6%
CCc1ccc(Nc2nnc(SCC(=O)Nc3sccc3C(N)=O)s2)cc1	8%	x	0%	0%	3%	4%	4%
Cc1cc(N2CCN(c3ccccc3)CC2)n2c(n1)nc1ccccc12	-1%	-27%	-18%	17%[38.3 µM]	5%	128%[activator]	25%
O=C1C2CCCN2c2ccc(S(=O)(=O)N3CCOCC3)cc2N1Cc1cccc(C(F)(F)F)c1 (stereo not drawn)	0%	-13%	-4%	-1%[38.3 µM]	-8%	76%[activator]	-11%
CCOn1c(=O)c(=O)n(O)c2ccccc21	-12%	2%[10 µM]	3%	1%	5%	9%	-1%[9.22 µM]
CCCCNC(=O)COC(=O)c1cc(S(=O)(=O)N2CCCCCC2)ccc1OC	-1%	14%	-3%	22%[38.3 µM]	0%	5%	-11%
CCOC(=O)NC(NC(=S)Nc1ccccc1[N+](=O)[O-])C(Cl)(Cl)Cl (stereo not drawn)	-5%	6%	-13%	20%[38.3 µM]	-1%	7%	-5%[9.22 µM]
C/C(=N\NC(=S)NC(C)C)c1ccc(Cl)c([N+](=O)[O-])c1	x	4%[10 µM]	-20%	x	-23%	-13%	20%[9.22 µM]
COc1cc(NC(=S)NCCN2CCOCC2)cc(OC)c1OC	-1%	17%	5%	5%	-1%	-2%	-4%
O=C(COC(=O)Cc1cccc(C(F)(F)F)c1)NC1CC1	0%	u	-5%	-11%	-1%	-12%	u
Cc1cc(=O)[nH]c(NN)n1	x	0%[10 µM]	u	x	4%	26%	-24%[9.22 µM]
COc1ccc(CCNC(=O)CSc2ccc(-c3cccs3)nn2)cc1	-4%	-44%[inhibitor]	7%	-7%	6%	-3%	2%
Cc1nc2ccccc2n1CC(O)COc1ccc(Br)cc1 (stereo not drawn)	8%	9%[10 µM]	8%	26%	2%	0%	15%[9.22 µM]
Cc1ccccc1-c1nc(CN2CCC(C(=O)NCC3CCCO3)CC2)c(C)o1 (stereo not drawn)	-5%	-5%[0.074 µM]	-8%	-9%[38.3 µM]	-5%	-4%	7%
CCC(=O)N1N=C(c2ccc(NS(C)(=O)=O)cc2)CC1c1ccc(N(C)C)cc1 (stereo not drawn)	5%	-41%[inhibitor]	-22%	-10%	6%	-34%	8%
NC(=O)C(c1ccccc1)C1CCCC1 (stereo not drawn)	4%	10%[10 µM]	6%	11%[38.3 µM]	-5%	-6%	5%
C(=N\n1c2ccccc2c2ccccc21)/c1ccccc1	u	23%[10 µM]	-5%	3%	-3%	5%	-9%
CCN(CC)CCN1C(=O)C(=O)/C(=C(/O)c2ccncc2)C1c1ccccc1 (stereo not drawn)	-12%	-11%[0.074 µM]	u	4%[38.3 µM]	-7%	-6%	6%
O=C(CN1CCC(n2nnc3cc(C(F)(F)F)ccc32)CC1)NCc1cccs1	0%	13%[10 µM]	2%	9%	-16%	4%	-27%
CCOc1c(N2CCOCC2)c(=O)c1=O	x	18%[10 µM]	3%	x	-7%	5%	10%[9.22 µM]
CCCCCCCCCc1nc(N)n[nH]1	3%	-8%	1%	-3%[38.3 µM]	3%	7%	-7%
CC(C)C(NS(=O)(=O)c1cccc(C(F)(F)F)c1)C(=O)O (stereo not drawn)	x	14%[10 µM]	2%	x	8%	2%	3%[9.22 µM]
Cc1cc(C)c2c(c1)OC(O)(C(F)F)CC2=O (stereo not drawn)	6%	-4%[10 µM]	5%	-6%[38.3 µM]	10%	-4%	-3%
CCNC(=S)N1CCc2cc(OC)c(OC)cc2C1COc1ccccc1OC (stereo not drawn)	-9%	-38%[inhibitor]	-14%	8%	-8%	7%	18%
Cc1cc(C)cc(NC(=O)C2CCCN2C(=O)Oc2ccccc2)c1 (stereo not drawn)	-4%	-12%	5%	19%[38.3 µM]	-4%	-5%	-6%
CCOC(=O)C1=C(C)NC(C)=C(C(=O)OCC)C1C(=O)OCC(=O)NC	10%	-28%	1%	-4%	0%	9%	-5%
CCc1cc(C(=O)Nc2ccc(C)cc2Br)cs1	0%	35%[10 µM]	-8%	22%	-7%	2%	-18%
Cc1ccc(C(=O)Nc2cc3c(oc2=O)CCCC3=O)cc1	8%	13%	-3%	-9%[38.3 µM]	-6%	9%	-7%
Cn1c(=O)[nH]c(=O)c2c1nc(NCCCn1ccnc1)n2Cc1ccc(F)cc1	-5%	-12%	-2%	33%[38.3 µM]	6%	-3%	-10%
CCCCC[C@H](O)/C=C/[C@H]1[C@H](O)CC(=O)[C@@H]1CCCCCCC(=O)O	x	-26%&-41%	x	-6%&14%	-4%&6%	0%&5%	x
COc1ccc2cc3[n+](cc2c1OC)CCc1cc2c(cc1-3)OCO2	-1%	u	4%	36%&25%&16%&37%&12%[activator]	-3%	1%	u
COc1ccc(-c2nc(C#N)c(NCc3ccc(F)cc3)o2)cc1OC	-7%	-27%	u	21%[38.3 µM]	0%	-3%	2%
CN1C(=O)/C(=C/c2ccco2)SC1=Nc1ccc(N2CCOCC2)cc1	-2%	10%[10 µM]	-3%	6%	-2%	6%	3%

An excerpt of these results, in CSV form:
Structure,GAA inh,HTT ATP protect,GAA glycogen,IMPase Li cell,aGlu spleen mod,RGS12 GoLoco inh,HttQ103 aggreg
CCCCC[C@H](O)/C=C/[C@H]1[C@H](O)CC(=O)[C@@H]1CCCCCCC(=O)O,x,-26%&-41%,x,-6%&14%,-4%&6%,0%&5%,x
COc1ccc2cc3[n+](cc2c1OC)CCc1cc2c(cc1-3)OCO2,-1%,u,4%,36%&25%&16%&37%&12%[activator],-3%,1%,u
COc1ccc(-c2nc(C#N)c(NCc3ccc(F)cc3)o2)cc1OC,-7%,-27%,u,21%[38.3 µM],0%,-3%,2%

High-throughput results (PubChem)
